# Efflux pump mplx: inhibitors of Candida efflux pumps in yeast, primary screen, S. cerevisiae, Nile Red, multiplex; 330,000 tested, 0.44% active; S. cerevisiae Candida pump triplex; inhibition, % at 10 µM; AID 485275, 2010;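 active = plate passing quality check with inhibition over a set limit, or well fluorescence over plate mean plus 4 SD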;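 note: Nile Red retained in pooled yeast measured as flow cytometry median fluorescence; 0% = buffer negative control and 100% = Enniatin B positive control; higher means more Nile Red kept so more efflux inhibition; some compounds called inactive have numbers as strong as hits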
# HCV core dimer: inhibitors of HCV core protein dimerization, primary screen, biochemical, TR-FRET, high-throughput | inhibition, % at 5 µM | 300,000 tested, 0.33% active | TR-FRET GST/Flag-core106 dimerization, 1536-well;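 active = inhibition above the mean of all tested compounds plus 3 SD, set per screening campaign, cut at about 45% in these data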
#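 Material: GST/Flag-tagged HCV core106 proteins. Incubation: 4 h, 22.5 °C incubation. Read-out basis: inhibition (%) from 671 over 617 nm ratio. Measured by: TR-FRET, excitation 340 nm, emission 617 and 671 nm.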
# PP1 counter: PP1-alpha phosphatase inhibitors, primary screen, counter-screen for PP5 inhibitor project, biochemical, fluorescence, OMFP substrate, single point. Serine/threonine-protein phosphatase PP1-alpha catalytic subunit (Homo sapiens), P62136. purified PP1alpha. inhibition, % at 6.7 µM. 320,000 tested, 0.9% active;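 active = inhibition above the mean inhibition of all tested compounds plus 3 SD, computed separately for each screening campaign, cut at about 15% in these data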
# JMJD2C inh: inhibitors of GASC-1 histone demethylase, primary screen, biochemical, fluorescence, DELFIA europium; Lysine-specific demethylase 4C (Homo sapiens), Q9H3R0; GST-JMJD2C(1-420) H3K9me3 demethylation; inhibition, % at 2.35 µM; 330,000 tested, 0.069% active; AID 2099, 2009;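 active = more than half of a compound's replicate wells show inhibition beyond 50%, single wells judged on their own value; inconclusive = some, but no more than half, of replicates pass 50% inhibition; inactive = no replicate passes 50% inhibition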;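 note: signal counts dimethyl H3K9 product captured on neutravidin plate; 0% = median of DMSO wells and 100% = 0.3 times that DMSO median; strong numbers were not always called active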
# Fh CTSL1 inh: Fasciola hepatica cathepsin L1 inhibitors, primary screen, counter-screen for PFM18AAP inhibitor project, biochemical, QFRET, fluorogenic peptide substrate | recombinant F. hepatica cathepsin L1, Z-Leu-Arg-MCA fluorescence | inhibition, % at 5.96 µM | 300,000 tested, 0.49% active | AID 1906, 2009;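 active = inhibition above the mean of all tested compounds plus 3 SD, set per screening campaign, cut at about 17% in these data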;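 note: 0% = plate median of test compound wells and 100% = 1 µM Z-Phe-Ala-diazomethylketone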
# proCasp3 act: activators of human procaspase-3 D3A mutant, primary screen, biochemical, absorbance, PC-3 D3A mutant, single concentration | Caspase-3 (Homo sapiens), P42574 | recombinant procaspase-3 D3A, Ac-DEVD-pNA absorbance 405 nm | activation, % at 8.5 µM | 330,000 tested, 0.11% active;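 active = activation above the mean of all tested compounds plus 3 SD, cut at about 21% in these data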;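 note: 0% = DMSO alone and 100% = DMSO wells spiked with extra 5 µM PC-3 D3A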
# Target sequence (P42574 whole entry D9A/D28A/D175A): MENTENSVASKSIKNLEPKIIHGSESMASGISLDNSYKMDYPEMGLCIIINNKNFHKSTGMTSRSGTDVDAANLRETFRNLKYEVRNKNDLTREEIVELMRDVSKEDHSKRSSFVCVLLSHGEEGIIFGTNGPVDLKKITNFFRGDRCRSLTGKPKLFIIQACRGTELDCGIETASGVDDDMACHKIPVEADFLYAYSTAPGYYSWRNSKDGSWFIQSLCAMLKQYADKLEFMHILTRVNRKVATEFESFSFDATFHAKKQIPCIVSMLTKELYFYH
#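 Assay system: Autoprocessing-dead procaspase-3 D3A mutant enzyme; also added: Ac-DEVD-pNA; doses: one concentration, 8.5 µM nominal, 0.8% DMSO; times: 1 h compound preincubation, 2 h substrate hydrolysis at 25 °C; technique: 405 nm absorbance of p-nitroaniline, reads at 0 and 120 min; measure: % activation between DMSO and enzyme-spiked controls; repeats: single replicate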
# proCasp7 act: procaspase-7 activators, primary screen, counter-screen for procaspase-3 activator project, biochemical, absorbance, HTS, human. activation, % at 8.5 µM. Caspase-7 (Homo sapiens), P55210. recombinant procaspase-7, Ac-DEVD-pNA absorbance 405 nm; D23A/D198A/D206A triple mutant, cannot self-cleave; scale: DMSO 0, 5 µM enzyme 100. 330,000 tested, 0.093% active;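 active = percent activation above the screen-wide mean plus 3 SD, cut at about 25% in these data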
# Target sequence (P55210 whole entry D23A/D198A/D206A): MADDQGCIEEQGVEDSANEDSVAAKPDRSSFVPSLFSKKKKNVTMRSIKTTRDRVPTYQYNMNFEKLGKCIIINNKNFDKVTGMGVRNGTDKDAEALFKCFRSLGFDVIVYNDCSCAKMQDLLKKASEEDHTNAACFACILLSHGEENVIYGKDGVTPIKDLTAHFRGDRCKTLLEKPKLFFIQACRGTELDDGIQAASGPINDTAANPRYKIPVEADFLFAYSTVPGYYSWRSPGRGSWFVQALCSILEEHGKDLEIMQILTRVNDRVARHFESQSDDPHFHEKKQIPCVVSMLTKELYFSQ
#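 Replicates: singlicate. Assay system: Procaspase-7 triple mutant (PC-7 D3A). Signal: 405 nm absorbance of p-nitroaniline. Times: 1 h preincubation, 2 h reaction. Buffer or medium: Zinc-free HEPES pH 7.4 with 300 mM NaCl, 0.01% Triton X-100. Also added: DEVD-pNA substrate. Benchmarks: DMSO wells as 0%, DMSO with 5 µM added PC-7 as 100%.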
# TPT1 inhibitor: Candida albicans TPT1 enzyme inhibitors, primary screen, biochemical, fluorescence polarization. tRNA 2'-phosphotransferase TPT1 (Candida albicans SC5314). AID 1962, 2009. recombinant caTPT1, FP RNA substrate dephosphorylation. inhibition, % at 5 µM. 300,000 tested, 0.81% active;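 active = inhibition above the mean of all tested compounds plus 3 SD, set per screening campaign, cut at about 24% in these data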;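 note: plate controls were DMSO alone for no effect and ferristatin control at 100 nM for full effect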
# PP5 inh: PP5 phosphatase inhibitors, primary screen, biochemical, fluorescence; purified PP5c, OMFP substrate fluorescence; Serine/threonine-protein phosphatase 5 (Homo sapiens), P53041; 320,000 tested, 0.18% active; AID 1987, 2009; inhibition, % at 6.7 µM;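 active = inhibition above the campaign's mean inhibition across all tested compounds plus 3 SD, cut at about 9.5% in these data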;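 note: 0% = DMSO only and 100% = 100 µM cantharidin control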
# Target sequence (P53041 whole entry, looked up): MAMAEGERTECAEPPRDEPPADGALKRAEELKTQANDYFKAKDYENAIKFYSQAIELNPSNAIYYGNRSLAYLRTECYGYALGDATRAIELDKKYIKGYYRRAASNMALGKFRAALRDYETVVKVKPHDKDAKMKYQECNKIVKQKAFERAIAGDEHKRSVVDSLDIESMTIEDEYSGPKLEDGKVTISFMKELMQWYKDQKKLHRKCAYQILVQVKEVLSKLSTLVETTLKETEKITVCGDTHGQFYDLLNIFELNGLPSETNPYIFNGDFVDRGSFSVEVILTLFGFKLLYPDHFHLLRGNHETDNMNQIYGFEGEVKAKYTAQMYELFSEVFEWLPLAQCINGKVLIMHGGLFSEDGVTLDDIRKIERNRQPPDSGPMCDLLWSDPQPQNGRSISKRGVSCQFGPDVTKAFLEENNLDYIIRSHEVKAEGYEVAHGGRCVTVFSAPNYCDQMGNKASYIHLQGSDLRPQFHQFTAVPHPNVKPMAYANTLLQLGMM
# Active calls of the source: *; u = inconclusive; x = no result given. Outcome played no part in choosing rows; about 2.9% have a hit in one of these screens.
SMILES,Efflux pump mplx,HCV core dimer,PP1 counter,JMJD2C inh,Fh CTSL1 inh,proCasp3 act,proCasp7 act,TPT1 inhibitor,PP5 inh
c1ccc(Cn2ncc3c(N4CCN(C(c5ccccc5)c5ccccc5)CC4)ncnc32)cc1,-0.1,5,-8,1,10,-5,5,-2,1.4
Cc1cccc(C(=O)N[C@H](C(=O)Nc2ccc(C)c(S(=O)(=O)N(C)C)c2)C(C)C)c1,0.0,-1,-2,-3,3,6,11,0,-1.2
COc1cccc(-c2cc(-c3cccnc3)c(C#N)c(N)n2)c1,-0.1,1,0,-10,-1,-7,5,-2,4.3
CC1CN(C(=O)CCC(=O)NCc2ccccc2)c2ccccc2O1 (stereo not given),0.1,-1,0,-3,4,-1,-11,-2,-3.6
COc1ccc([C@H]2CC(=O)C=C(c3cccc4c3sc3ccccc34)C2)cc1OC,-0.4,x,12,-3,x,-6,-3,x,1.8
Cc1cccc(NC(=O)NCc2ccccn2)c1,-0.1,-3,1,2,-2,-1,0,0,-0.5
COc1ccc2nc(C)cc(SCC(NC(C)=O)C(=O)OC(C)C)c2c1 (stereo not given),-0.1,6,-4,-5,-1,-3,0,0,1.0
CCOc1cc(C(=O)NC(C)CC)cc(OCC)c1OCC (stereo not given),-0.5,2,1,2,2,8,3,-8,0.4
Cc1cccc(NC(=S)NNC(=O)c2nn(C)cc2Cl)c1,0.1,-3,1,6,-2,-5,-7,-4,-0.2
CCOc1ccc(NC(=O)CSc2nnnn2CC(=O)O)cc1,0.4,-9,3,20,-1,-6,-13,-7,-1.3
COC(=O)c1sc(OC)cc1OCc1ccc(C)cc1,-0.2,1,-1,3,1,8,0,2,-0.7
CC1(C)Cc2nc(-c3ccccc3)nc(SCC(=O)N3CCOCC3)c2CO1,-0.1,-2,0,-5,2,4,6,0,-1.6
CCN(CC)S(=O)(=O)c1ccc(C(=O)NCCc2cc3c(OC)ccc(OC)c3[nH]c2=O)cc1,0.1,-5,4,-5,-1,3,2,2,5.2
CCN1CCN(c2ccc(S(=O)(=O)N3CCCCC3)cc2NC(=O)/C=C/c2ccc([N+](=O)[O-])cc2)CC1,-0.1,4,5,-8,7,-7,2,-1,-1.1
COc1ccc(OC)c(S(=O)(=O)N2CCCC(C(=O)NCCN3CCOCC3)C2)c1 (stereo not given),0.1,8,-4,2,4,-3,7,1,-1.2
CCOC(=O)C1=C(C)NC(=S)NC1c1ccco1 (stereo not given),0.0,3,-4,0,3,-17,-36,-1,-0.1
O=C(NNC(=O)c1ccccc1C(F)(F)F)c1csc(N2CCOCC2)n1,0.1,-3,0,-6,-2,1,0,-3,3.0
Cc1c(C)[n+](=O)c2c(n1[O-])CCCCC2,-0.1,-3,-4,-19,-1,4,7,-2,-0.7
COC(=O)C1CCN(C(=O)NC2CC(=O)N(c3ccc4c(c3)OCCO4)C2)CC1 (stereo not given),0.1,0,-1,13,4,2,2,-1,-1.2
CC(=O)N1CCN(c2ccc(NC(=O)c3ccc([N+](=O)[O-])o3)cc2Cl)CC1,0.0,21,0,3,7,2,3,-2,1.8
O=C(/C=C/c1ccc([N+](=O)[O-])cc1)Nc1cccc(S(=O)(=O)NC2=NCCCCC2)c1,0.9,x,x,-4,x,-2,-3,x,x
CCC(C)c1ccccc1NC(=O)C1CCCO1 (stereo not given),0.0,-6,0,-8,2,0,-8,-7,-0.2
N#Cc1cccc(C#N)c1Oc1ccc(N)cc1,0.0,0,-3,-5,0,5,3,0,6.0
C=CCOc1ccccc1C1NC(=O)NC(C)=C1C(=O)NCc1ccccc1 (stereo not given),0.1,-6,-3,-11,0,-16,6,-1,-2.0
CCN(CC)C(C)C(=O)NCC1(c2ccccc2)CCOCC1 (stereo not given),-0.1,2,3,92,-1,0,3,-3,0.1

# (listing goes on)
SMILES,Efflux pump mplx,HCV core dimer,PP1 counter,JMJD2C inh,Fh CTSL1 inh,proCasp3 act,proCasp7 act,TPT1 inhibitor,PP5 inh
CC(=O)Nc1c(F)c(F)c(F)c(F)c1F,-0.1,-10,-1,-11,-3,-5,9,0,1.8
Nn1c(SCC(=O)Nc2ccc3c(c2)OCO3)nnc1-c1cccc(Cl)c1,-0.1,6,2,-3,1,6,0,-2,-0.3
O=c1cc(-c2ccccc2)oc2cc(O)cc(O)c12,-0.2,0,2,20,2,0,-9,-4,3.4
O=C(COC(=O)c1cncc(Br)c1)NCc1ccco1,0.3,25,3,-9,-6,-6,-16,-3,0.2
Cc1cc(C)c(OCC(=O)OCC(=O)NCc2cccs2)c(C)c1,0.1,-2,-2,-6,-7,-4,-2,0,1.0
Cc1cc(OCCn2cnc3ccccc3c2=O)cc(C(C)C)c1,0.5,-3,4,-6,2,0,-2,2,2.6
CC(=O)c1ccc(C(=O)N2CCCC(Nc3ccccc3)C2)s1 (stereo not given),0.1,4,3,2,0,5,7,1,0.8
COc1ccc2[nH]c3c(=O)n(N)c(C)nc3c2c1,-0.4,8,1,-16,1,3,13,-1,-1.4
COc1ccc(C(CC(=O)O)NC(=O)Cc2ccccc2)cc1OC (stereo not given),-0.2,0,-3,-11,0,4,10,0,1.1
COCCCNS(=O)(=O)c1cccc(S(=O)(=O)c2cccc(S(=O)(=O)NCCCOC)c2)c1,-0.1,0,-3,3,-1,2,4,-1,-0.2
COc1cc(CCC(=O)NCc2ccc(S(N)(=O)=O)cc2)cc(OC)c1OC,0.6,-6,-3,-5,-5,5,-8,-2,2.6
COc1ccc(NC(=O)c2ccc3[nH]c(=O)c(=O)[nH]c3c2)c(OC)c1,0.1,-2,-4,50,-3,8,0,0,-2.0
Cc1cc(C)n(CC(=O)Nc2cccc(C(F)(F)F)c2)n1,-0.1,-4,1,8,-7,-2,-3,-3,1.0
O=C(O)CN(Cc1ccccc1)S(=O)(=O)c1ccc2c(c1)OCCO2,0.0,4,-6,2,-5,1,6,-8,1.4
O=C(NCCN1CCOCC1)c1ccccc1N1C(=O)[C@@H]2Cc3c([nH]c4ccccc34)C(c3ccccc3)N2C1=O (stereo not given in full),-0.1,0,0,u,0,6,3,-6,1.1
C=CCn1c(=O)c2ccccc2n2c(Sc3nnnn3-c3ccccc3)nnc12,0.0,6,-5,-3,-1,2,8,-1,-2.2
Cc1n[nH]c(C)c1CCNC(=O)C1CCC(=O)N(CCc2cccc(F)c2)C1 (stereo not given),0.6,8,-5,-3,-4,1,-2,-1,1.0
S=C(NCc1ccc(Cl)cc1)Nc1ccncc1,0.0,15,0,-1,5,2,-4,-3,1.4
C[C@@H]1CN([C@H](C)CO)C(=O)c2cc(NC(=O)C3CCCCC3)ccc2O[C@@H]1CN(C)Cc1ccc(C(F)(F)F)cc1,-0.2,x,x,22,x,-3,-3,x,x
O=C(CO/N=C/c1cccc([N+](=O)[O-])c1)Nc1ccc2ccccc2c1,0.1,12,0,21,2,-8,12,1,4.1
O=C(NCc1ccc(C(F)(F)F)cc1)C1CC(c2ccc(C(F)(F)F)cc2)=NO1 (stereo not given),x,-7,4,10,2,8,0,-1,1.2
CC(=O)c1c(C)[nH]c(C(=O)OCc2c(F)cccc2Cl)c1C,0.0,3,0,9,2,5,9,-3,0.7
O=C(Nc1cnn(Cc2ccc(Cl)cc2)c1)C1CCCC1,0.1,0,-7,-1,-3,12,4,-1,-0.9
COc1ccc(NS(=O)(=O)c2cc(NC(=O)c3cnccn3)ccc2OC)cc1Br,-0.3,-2,1,-4,1,3,4,-2,-0.6
O=C(NCc1ccc(N2CCCC2=O)cc1)Nc1cccc2ccccc12,0.0,5,-7,-11,-6,-4,-2,-3,1.7

# (listing goes on)
SMILES,Efflux pump mplx,HCV core dimer,PP1 counter,JMJD2C inh,Fh CTSL1 inh,proCasp3 act,proCasp7 act,TPT1 inhibitor,PP5 inh
COc1ccc(NC(=O)[C@@H]2CC=C[C@@H]3CCN(Cc4ccc(Cl)c(Cl)c4)C(=O)[C@@H]32)cc1,-0.1,10,1,7,1,8,2,-4,2.3
CC(C)CN1CCC(CNC(=O)CCc2nnc(Cc3c[nH]c4ccccc34)o2)CC1,0.1,-3,1,x,3,-12,5,3,-2.8
CS(=O)(=O)c1ccc(-c2sc3cc4c(cc3c2C(=O)NN2CCOCC2)OCO4)cc1,0.6,x,x,25,x,3,5,x,x
N=c1n(CC(=O)c2ccc(Br)s2)c2ccccc2n1Cc1ccccc1,0.2,28,11,-1,-8,-10,-17,-5,-1.2
COc1ccc(S(=O)(=O)N(CC(=O)NCc2ccccn2)Cc2ccccc2)cc1,0.2,2,1,0,-2,-1,-1,0,2.3
O=C(Nc1ccc(SC(F)(F)F)cc1)c1ccccn1,0.0,-1,1,-5,0,-10,-1,-4,3.4
O=c1[nH]c(/C=C\c2cccs2)nc(O)c1[N+](=O)[O-],0.2,15,2,-3,8,-2,0,0,1.7
O=C(/C=C/c1cccs1)NC1CCS(=O)(=O)C1 (stereo not given),-0.1,1,-1,33,5,0,5,-4,0.9
O=C(COc1ccc(-c2nnco2)cc1)Nc1c(Cl)cccc1C(F)(F)F,0.0,-2,-3,-4,-1,9,2,0,-1.3
COCc1cc(C)nc(N2CCN(c3ccccc3)CC2)c1C#N,0.3,1,-3,-1,2,-4,1,1,-0.1
Cc1ccc(S(=O)(=O)NCCC(=O)N2CCN(Cc3ccccc3)CC2)cc1,0.2,3,-2,18,-6,0,-5,2,2.8
Cn1cccc1-c1cc(C(=O)N/N=C/c2ccc([N+](=O)[O-])cc2)[nH]n1,0.1,-10,3,-8,-2,-5,0,0,2.8
CC(C)=NNc1nc2c(c(=O)[nH]c(=O)n2C)n1CCCc1ccccc1,0.0,-6,6,9,8,-2,-1,-1,-8.3
O=C(c1ccc(N2C(=O)C3CC=C(Cl)CC3C2=O)cc1)N1CCOCC1 (stereo not given),0.0,-7,1,16,1,2,3,1,1.3
